ASAP1 inh: inhibitors of human ASAP1 ArfGAP activity, primary screen, biochemical, fluorescence polarization | Arf-GAP with SH3 domain, ANK repeat and PH domain-containing protein 1 (Homo sapiens), … | ASAP1-stimulated ARF1 GTP hydrolysis, GDP FP detection | inhibition, % at 16.5 µM | 360,000 tested, 0.19% active; in the data active means inhibition above about 25%;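 further: 0% = vehicle with enzyme and substrate and 100% = no enzyme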
LEDGF integ inh: blockers of LEDGF/p75-dependent integrase strand transfer – biochemical, TR-FRET, high throughput, primary screen; HIV-1 integrase (with human LEDGF/p75); inhibition, % at 3.7 µM; 370,000 tested, 0.64% active; TR-FRET IN-LEDGF/p75 DNA integration, Eu/Cy5;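 active means inhibition above the screen-wide mean plus 3 SD, cut at about 13% in these data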;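 further: signal is the Cy5 over europium emission ratio at 671 and 618 nm; 0% = plate median of compound wells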
DDE Tn6 FP inh: inhibitors of Tn6 peptide binding to fibrin DD(E), primary screen, biochemical, fluorescence polarization, human fibrin, Tn6 probe; Fibrin DD(E) TRITC-Tn6 fluorescence polarization displacement; 370,000 tested, 0.21% active; AID 720509, 2013; inhibition, % at 8.3 µM;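 active means inhibition above a per-campaign cutoff: mean of compounds within control limits plus 3 SD, cut at about 15% in these data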;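 further: 0% = median of all compound wells on the plate and 100% = blocking peptide control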
Target sequence (P02675 whole entry, looked up): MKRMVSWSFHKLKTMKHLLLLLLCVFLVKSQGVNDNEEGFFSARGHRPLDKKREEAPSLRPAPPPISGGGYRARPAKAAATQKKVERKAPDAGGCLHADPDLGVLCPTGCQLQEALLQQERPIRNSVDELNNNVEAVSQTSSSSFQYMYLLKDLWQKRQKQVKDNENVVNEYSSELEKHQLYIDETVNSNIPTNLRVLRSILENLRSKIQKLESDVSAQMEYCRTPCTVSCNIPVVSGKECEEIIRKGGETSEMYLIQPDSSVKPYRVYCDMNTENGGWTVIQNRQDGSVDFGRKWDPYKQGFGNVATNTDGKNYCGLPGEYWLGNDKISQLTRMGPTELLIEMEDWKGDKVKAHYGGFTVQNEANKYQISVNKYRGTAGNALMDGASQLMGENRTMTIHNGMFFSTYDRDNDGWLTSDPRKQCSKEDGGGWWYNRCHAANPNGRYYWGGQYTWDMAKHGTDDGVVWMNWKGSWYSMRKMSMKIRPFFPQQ
TDP2 inh: human TDP2 enzyme inhibitors, primary screen, biochemical, epi absorbance, recombinant enzyme; inhibition, % at 12.8 µM; Tyrosyl-DNA phosphodiesterase 2 (Homo sapiens), O95551; T5PNP hydrolysis, p-nitrophenol absorbance 415 nm; AID 720702, 2013; 370,000 tested, 0.34% active;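 active means inhibition above the mean of all tested compounds plus 3 SD, set per campaign, cut at about 25% in these data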;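 further: 0% = DMSO with enzyme and 100% = buffer with substrate but no TDP2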
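Material: recombinant human TDP2; quantity: TDP2 enzyme at 120 nM final; medium: Tris-HCl pH 7.5 with MgCl2; compound: single concentration, 12.8 µM nominal, with 1% DMSO; incubation: 2 h enzyme incubation at 37 °C; signal: epi absorbance; measure: percent inhibition; benchmarks: high control without enzyme, low control DMSO plus TDP2; repeats: singlicate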
KLK7 zymogen act: proKLK7 zymogen activators, primary screen, biochemical, fluorescence intensity | 370,000 tested, 0.9% active | purified proKLK7, EDANS-DABCYL substrate fluorescence; 100% is mature enzyme control, 0% vehicle | Kallikrein-7 (Homo sapiens), P49862 | activation, % at 7 µM | AID 652039, 2013;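 active means activation above the mean of all tested compounds plus 3 SD, computed per campaign excluding outliers beyond control limits, cut at about 13% in these data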
Target sequence (P49862 whole entry, looked up): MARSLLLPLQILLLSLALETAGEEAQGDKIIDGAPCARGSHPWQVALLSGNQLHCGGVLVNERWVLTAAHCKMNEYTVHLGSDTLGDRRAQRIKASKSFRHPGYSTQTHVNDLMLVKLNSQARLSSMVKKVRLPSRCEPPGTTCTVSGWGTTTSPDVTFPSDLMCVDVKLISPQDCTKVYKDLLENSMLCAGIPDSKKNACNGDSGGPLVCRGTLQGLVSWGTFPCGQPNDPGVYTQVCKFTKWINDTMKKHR
PLC-gamma1 inh: PLC-gamma1 enzyme inhibitors, primary screen, biochemical, fluorescence, purified enzyme; 1-phosphatidylinositol 4,5-bisphosphate phosphodiesterase gamma-1 (Homo sapiens), P19174; fluorogenic substrate; inhibition, % at 12.2 µM; 370,000 tested, 0.84% active; in the data active means inhibition above about 9.5%
ADAM17 inh: ADAM17 inhibitors, primary screen, biochemical, QFRET; AID 720648, 2013; inhibition, % at 6.95 µM; recombinant ADAM17, EDANS/DABCYL FRET peptide cleavage; 370,000 tested, 0.83% active; Disintegrin and metalloproteinase domain-containing protein 17 (Homo sapiens), P78536;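 active means inhibition above the mean of compounds lying between control limits plus 3 SD, set per campaign, cut at about 8.5% in these data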;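 further: 0% = DMSO-only wells as the low control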
ADAM10 inh: human ADAM10 inhibitors, primary screen, biochemical, QFRET, HTS; Disintegrin and metalloproteinase domain-containing protein 10 (Homo sapiens), O14672; recombinant ADAM10, EDANS/DABCYL FRET peptide cleavage, 3 h; inhibition, % at 7 µM; 370,000 tested, 0.62% active; AID 720582, 2013;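 active means inhibition above a per-campaign cutoff equal to the mean of compounds falling between control-based bounds plus 3 SD, cut at about 20% in these data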;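 further: 0% = DMSO wells while the 100% control is not disclosed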
DDE Tn7 FP inh: inhibitors of Tn7 peptide binding to fibrin DD(E), primary screen, biochemical, fluorescence polarization, human fibrin, Tn7 probe; Fibrinogen beta chain (Homo sapiens), P02675; FP displacement of FITC-Tn7 peptide from fibrin DD(E); 0% = median of compound wells per plate; inhibition, % at 8.3 µM; 370,000 tested, 0.13% active; AID 720508, 2013;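 active means inhibition above the mean of compounds falling within the control limits plus 3 SD of them, cut at about 14% in these data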;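 further: 0% = plate median of compound wells and 100% = 10 µM Aha-Tn7 peptide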
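Assay system: Human clot-derived fibrin DD(E) complex | Buffer or medium: Tris/NaCl/CaCl2 buffer, pH 7.8 | Repeats: One replicate per compound | Benchmarks: Aha-Tn7 high control | Measure: % inhibition scaled between sample-field median and high-control FP | Schedule: 10 min plus 3 h, room temperature | Signal: Fluorescence polarization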
ARFGAP1 inh: inhibitors of rat ARFGAP1 GAP activity, primary screen, biochemical, fluorescence polarization, GDP tracer; 360,000 tested, 0.26% active; ADP-ribosylation factor GTPase-activating protein 1 (Rattus norvegicus), Q62848; Arfgap1-stimulated ARF1 GTP hydrolysis, GDP FP detection; inhibition, % at 16.5 µM;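 active means inhibition above a per-plate limit, mean inhibition of low control wells plus 3 SD, cut at about 25% in these data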;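 further: 0% = DMSO wells with enzyme and 100% = wells lacking Arfgap1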
Target sequence (Q62848 1-136 limits assumed): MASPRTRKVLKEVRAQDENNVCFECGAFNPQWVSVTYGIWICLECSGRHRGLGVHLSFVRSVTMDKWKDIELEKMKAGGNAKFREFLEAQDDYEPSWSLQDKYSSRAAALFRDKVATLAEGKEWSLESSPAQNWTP
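Assay system: Rat Arfgap1 GAP domain (His6, aa 1-136), purified enzyme | Buffer or medium: HEPES 25 mM pH 7.5, NaCl 150 mM, MgCl2, DTT | Schedule: GTP hydrolysis reaction 2 h at 25 °C | Signal: FP of antibody-bound GDP Alexa 633 tracer, ex 620/em 688 nm | Measure: Percent inhibition of Arfgap1-stimulated GTP hydrolysis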
Numbers without * were called inactive. This is a random part of the collection; 4.2% or so of the library scored in one or more.

ASAP1 inh	LEDGF integ inh	DDE Tn6 FP inh	TDP2 inh	KLK7 zymogen act	PLC-gamma1 inh	ADAM17 inh	ADAM10 inh	DDE Tn7 FP inh	ARFGAP1 inh	structure
-3	2	4	0	0.2	-1	-4	-1	-3	0	N#Cc1cc2c(nc1SCC(=O)N1CCCCC1)CCCCC2
-9	0	1	-12	-40	-5	-45	-170	-8	-2	O=C(c1c[nH]c2ccc(S(=O)(=O)N3CCC4(CC3)OCCO4)cc2c1=O)N1CCOCC1
6	2	-2	6	-0.5	-3	2	7	0	-1	O=C(C/C=N\O)Nc1ccc(Oc2ccccc2)cc1
3	-1	2	8	1.5	-93	-13	-52	-5	-1	CCN(CC)c1nc2cc(C)ccc2cc1/C=C(\C#N)C(N)=O
-11	2	-2	7	0.3	-66	-3	-21	6	5	O=C(N/N=C/c1cccc(Oc2ccccc2)c1)c1ccc(O)cc1O
1	5	-2	-4	0.4	-1	0	6	-1	-5	Cc1nc2nc(-c3ccco3)[nH]n2c(=O)c1C
-5	2	-4	5	0.7	1	1	10	-1	4	CCOc1ccc2nc(NC(=O)CSC3=NCCS3)sc2c1
-1	4	-2	4	0.0	2	3	6	-4	1	COc1ccc2c(c1)CCCC21NC(=O)N(CC(=O)NC(=O)NCc2ccccc2)C1=O (centres undefined)
-14	-2	6	2	0.5	2	-1	0	4	14	CN(CC(=O)NCc1ccc(F)cc1)Cc1ccc(Br)cc1
1	0	-6	-1	0.5	-1	-4	1	6	5	Cn1c[n+](C)cc1/C=N/O
-3	0	12	16	0.4	-15	-6	-10	9	0	CCN(CC)CCN1C(=O)C(O)=C(C(=O)c2cccs2)C1c1ccccn1 (centres undefined)
10	2	-8	6	-0.8	1	-5	2	2	-2	Cc1cccc(OCCCCCn2ccnc2)c1
-6	4	-2	16	-0.3	-4	-6	-1	2	2	COc1ccc(C2C(C(C)=O)=C(O)C(=O)N2CCc2c[nH]c3ccccc23)cc1OC (centres undefined)
-7	-1	7	-2	-0.8	0	1	-2	1	-5	O=C(Nc1ccc(OC(F)(F)F)cc1)c1cnccn1
-2	2	-7	4	0.4	3	-1	8	-10	3	COC(=O)c1ccc(OCC2c3cc(OC)c(OC)cc3CCN2C(=O)c2ccco2)cc1 (centres undefined)
2	2	6	4	-0.5	1	-1	-5	-6	6	CCOc1ccc(N(C(C)C(=O)N2CCCC2)S(C)(=O)=O)cc1 (centres undefined)
16	-1	8	7	-0.1	-8	-20	-42	7	-4	Cc1ccn2cc(-c3cnoc3C)nc2c1
4	-1	2	9	-0.6	1	-1	1	-6	-1	Cc1ccc(-c2noc(CSc3nnc(-c4cccs4)n3C)n2)cc1
-10	-1	4	8	0.6	-3	-4	-12	-3	5	Cc1nc2cc(-c3ccccc3)sc2c(=O)n1N
-9	5	0	7	-0.5	3	-1	-2	0	-3	CC(OC(=O)c1ccc(Cl)cc1O)C(=O)NCCC1=CCCCC1 (centres undefined)
8	-3	-4	-6	-0.7	-7	-3	-26	7	-13	O=C(Nc1cccnc1)c1ccc2nc(-c3ccccc3)c(-c3ccccc3)nc2c1
-6	-1	1	-13	0.4	0	-3	-13	-1	-7	O=C(NCCNC(=O)c1ccc(-c2ccc(Cl)c(Cl)c2)o1)c1cnccn1
9	-1	-4	13	-1.2	-37	-3	5	4	18	CCN=c1scc(-c2ccco2)n1/N=C/c1ccc(OC)c(O)c1
-2	0	-1	1	-0.5	-3	-7	-15	1	0	O=C(c1ccc2c(c1)OCO2)C1CCCN(Cc2cc(F)ccc2-n2cccn2)C1 (centres undefined)

A different layout for some results above:
| SMILES | ASAP1 inh | LEDGF integ inh | DDE Tn6 FP inh | TDP2 inh | KLK7 zymogen act | PLC-gamma1 inh | ADAM17 inh | ADAM10 inh | DDE Tn7 FP inh | ARFGAP1 inh |
| --- | --- | --- | --- | --- | --- | --- | --- | --- | --- | --- |
| Cc1ccn2cc(-c3cnoc3C)nc2c1 | 16 | -1 | 8 | 7 | -0.1 | -8 | -20 | -42 | 7 | -4 |
| Cc1ccc(-c2noc(CSc3nnc(-c4cccs4)n3C)n2)cc1 | 4 | -1 | 2 | 9 | -0.6 | 1 | -1 | 1 | -6 | -1 |
| Cc1nc2cc(-c3ccccc3)sc2c(=O)n1N | -10 | -1 | 4 | 8 | 0.6 | -3 | -4 | -12 | -3 | 5 |

Other structures.
ASAP1 inh	LEDGF integ inh	DDE Tn6 FP inh	TDP2 inh	KLK7 zymogen act	PLC-gamma1 inh	ADAM17 inh	ADAM10 inh	DDE Tn7 FP inh	ARFGAP1 inh	structure
1	3	-1	-16	0.4	4	1	10	1	-14	CCCc1c(C)nc2scc(-c3ccc(Cl)cc3)n2c1=O
-3	4	0	2	0.4	4	-1	6	-3	5	COC(=O)COc1ccc(S(=O)(=O)Nc2ccc(C(N)=O)cc2)cc1Cl
-5	-2	3	5	-0.4	-2	0	-3	4	-3	N[C@@H](CO)c1nnc([C@H](CCC(=O)O)NC(=O)C2CCNCC2)o1
3	-7	-3	0	0.5	0	-3	-14	2	-4	O=C(CN1C(=O)C(=O)N(CCC2=CCCCC2)C1=O)Nc1ccc(F)cc1F
-7	4	-4	7	-0.4	0	1	3	-3	13	Cc1ccc(NC(=O)C2Cc3ccccc3O/C2=N\O)cc1C (centres undefined)
8	-3	4	6	0.2	-4	-5	-12	4	7	Cc1ccc(S(=O)(=O)NC(=O)c2cc(C)n(-c3cc(S(=O)(=O)N4CCOCC4)ccc3N3CCCC3)c2C)cc1
6	-1	-6	5	0.0	0	3	-3	-3	-5	CC1CC2(C)CC(C)C1(COC(=O)Nc1ccccc1)CO2 (centres undefined)
11	-2	2	9	-0.1	-1	1	6	1	-5	C/C(=N\NC(=O)c1nc2ccccn2c1C)c1ccc2c(c1)OCO2
-19	1	2	1	0.5	1	-1	0	1	5	CC1CC(C)(C)CC2(C1)NC(=O)N(CC(=O)Nc1cc([N+](=O)[O-])ccc1F)C2=O (centres undefined)
-10	3	0	6	-0.1	2	1	4	-3	-2	O=C(OCc1cccc2ccccc12)c1ccc2c(=O)[nH]c(CN3CCOCC3)nc2c1
-4	1	-3	-1	-0.3	3	-1	1	3	-2	COc1ccc(CSc2nc(C)cc(=O)[nH]2)cc1Br
-1	-1	-12	1	0.3	2	-4	-5	9	-6	O=S(=O)(c1ccc(Br)s1)N1CCC(Cc2ccccc2)CC1
6	1	-4	-6	0.2	0	-6	-12	-4	-9	CC12CCC(C(=O)NCc3ccc(F)cc3)(OC1=O)C2(C)C (centres undefined)
3	8	0	-13	-0.4	11*	0	-5	-5	7	O=C1C=C(NCc2ccc(Cl)cc2)CC(c2ccco2)C1 (centres undefined)
6	-1	1	7	-0.3	3	1	0	-2	3	Cc1ccc(S(=O)(=O)N2CCN(C(=O)NCc3ccc(F)cc3)CC2)c(C)c1
-4	0	3	12	-0.1	-2	0	-2	8	-9	COCCNC(=O)C(c1ccncc1)N(C(=O)Cn1nnc2ccccc21)c1ccc(OC)cc1 (centres undefined)
-4	-3	-6	5	-0.2	0	-2	1	-5	9	O=C(CCC1CCCN(C(=O)c2ccc3c(c2)OCCO3)C1)NCc1ccccc1F (centres undefined)
26*	-3	2	1	-4.2	-17	-5	-16	-3	21	O=C(CNC(=O)c1ccccc1O)N/N=C/c1cc(Br)ccc1OC(=O)/C=C/c1ccco1
4	-3	-7	1	-0.2	-2	-3	-19	-1	15	CCOC(=O)C1CCCN(C(=O)c2cc(C)n(C(C)(C)C)n2)CC1 (centres undefined)
-15	-2	2	-1	-0.6	-5	-7	-25	-1	3	CCCCn1c(N)c(N(CCOC)C(=O)c2cc(CC)c(C)s2)c(=O)[nH]c1=O
-5	-4	3	-2	0.3	1	0	1	0	2	COc1ccccc1CN(C)C(=O)c1cccc(S(=O)(=O)N2CCc3ccccc3C2)c1
-10	0	4	-5	-57	1	-2	-4	4	1	CCCc1nnc(SCC(=O)Nc2ccc(OCC)cc2)n1N
-15	2	0	8	-0.3	-2	-4	-1	3	8	O=C(Nc1ccccn1)c1ccc(NC(=O)c2ccco2)cc1
-2	4	-1	7	0.6	0	2	11	-6	12	CCCN(CC(=O)Nc1ccccc1C)C(=O)c1cccc(S(=O)(=O)N2CCc3ccccc3C2)c1
8	3	-6	-2	-0.4	2	-6	-9	1	-11	O=C1CCCN1C1CCN(Cc2ccccc2)S(=O)(=O)N1 (centres undefined)

Screening results as filed in PubChem.
